Assay outcomes (PubChem)
HCV inhibitor: qHTS Assay for Inhibitors of Hepatitis C Virus (HCV); Huh7.5.1 HCVcc-Cre infection, luciferase reporter, 44 h; 340,000 tested, 3.4% active; Potency, µM (titrated, usually from 41.8 µM), for inactives: top-dose activity change, negative = inhibition, actives largely listed as inhibitors; active = well fitted inhibition curve with a large enough effect; inconclusive = small, poorly fitted or top-dose-only effect, or another doubt; inactive = no such curve, though single readings can be large or run the other way; note: potency is the fitted concentration of half-maximal effect
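HCVcc-Cre virus at an moi near 0.5 was added right after compound to cells cultured 4 h from seeding (1,000 cells/well). Luciferase activity was determined 44 h later, 15 min after substrate addition at RT.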
HCMV antiviral: qHTS Assay for inhibitors of the human cytomegalovirus (HCMV); HFF cells, HCMV-luciferase reporter, 72 h; hits give low values; activity change, negative = inhibition, % at 57.5 µM; 410,000 tested, 4.5% active; AID 1259415, 2018; in the data active = activity change below about -60%; inconclusive = no clear call, values can overlap the other calls; inactive = above about -39%
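After 16 h attachment at 37C, HFF cells received test compound and HCMV-luciferase (1 PFU/cell); reporter luminescence read 72 h later, data normalized against buffer-only and known inhibitor Salinomycin.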
* = called active by the depositor; ? = inconclusive; [ ] = remark or other dose. % is set by controls: 0 for no effect and ±100 for the full control effect. Some of the compounds tested; the hit share may differ from the screen's.

smiles | HCV inhibitor | HCMV antiviral
COc1ccc(C(=O)NNC(=S)NC(=O)c2ccc(Cl)cc2)cc1 | ? | -14.9
CC(c1ccccc1C(=O)O)c1cc(F)cc2ccccc12 (stereo not drawn) | 14.5% | 17.2
C=CCN(c1ccccc1OC)S(=O)(=O)c1cccc(C(=O)NCC(c2ccc(OC)cc2)N2CCCC2)c1 (stereo not drawn) | ? | -6.1
CCCCC1SC(N)=NC1=O (stereo not drawn) | 7.5% | 2.2
O=C1NC(=O)C(Cc2ccccc2)(Cc2ccccc2)C(=O)N1 | 19.0% | -20.8
CC(C)C[C@H]1CNC(=S)N1CC1CCN(CCCC2CCCC2)CC1 | ? | -16.4
CCOC(=O)/C=c1/s/c(=C/c2ccc3cc(OC)ccc3c2)c(=O)n1CC(=O)NCc1ccc2c(c1)OCO2 | 0.8% | ?
COc1ccc(NS(=O)(=O)c2cc(NC(=O)CCc3ccccc3)ccc2N2CCOCC2)cc1 | ? | -19.0
Cc1cc2oc3cc(NCCC4CCCN4C)ccc3c(=O)c2cc1C (stereo not drawn) | ? | 67.6
Cc1ccc(-n2nnnc2-c2cccs2)cc1[N+](=O)[O-] | 11.8% | -34.3
COc1cccc(CNCc2cccc(OC)c2O)c1O | 11.2% | -19.3
Cc1c(NC(=O)CSc2nnc(C(C)N(C)C)n2-c2ccccc2)c(=O)n(-c2ccccc2)n1C (stereo not drawn) | 29.3% | -21.0
CCOC(=O)CCCCC1C(CCCC(=O)OCC)C=NN1C (stereo not drawn) | -5.4% | -13.0
O=C(Nc1ccccc1)c1cc2ccccc2s1 | ? | -18.2
CC1CC(=Cc2ccc(N)cc2)C(=O)O1 (stereo not drawn) | 4.2% | 56.7
O=C(NCC1CCCO1)c1ccc2c(c1)S(=O)(=O)c1ccccc1C2=O (stereo not drawn) | 6.9% | -2.0
CC1CC(NC(=O)c2c(O)nc3ccccn3c2=O)CC(C)(C)C1 (stereo not drawn) | 14.6% | -38.2
COc1ccc(-c2oc3ccc(-c4ccc(OC)nc4)cc3c2-c2ccc(OC)cc2)cc1 | -7.7% | -18.0
O=C(NC1CCCc2ccccc21)c1cccc(F)c1 (stereo not drawn) | 3.6% | 19.6
COc1ccc(NS(=O)(=O)c2cc(NC(=O)CCc3ccc(OC)c(OC)c3)ccc2N2CCOCC2)cc1 | -19.0% | -16.9
COc1ccc(NS(=O)(=O)c2cccc(C(=O)NCc3ccccc3CN3CCOCC3)c2)cc1 | ? | -28.5
Cc1cc(NC(=O)NC(=O)c2ccccc2NC(=O)CN)ccc1Oc1ncc(Br)cn1 | ? | -84.3*
Cn1c(NCc2ccccc2Cl)nc2ccccc21 | 1.8% | 251.0
O=S(=O)(Nc1ccc(NS(=O)(=O)c2ccccc2)c(Cl)c1)c1ccccc1 | -7.5% | -21.3
OCC1OC(c2ccccc2)OC2COC(c3ccccc3)OC12 (stereo not drawn) | 16.8% | -29.9
CC(C)C[C@@H](CNCC(=O)[C@H](Cc1c[nH]c2ccccc12)NC(=O)c1[nH]cnc1C(=O)N[C@@H](C)CN)NC(=O)c1nc[nH]c1C(=O)N[C@@H](CC(=O)O)C(=O)O | 11.2% | 17.0
COc1cc(OC)cc(C(=O)NCC(=O)NCCN2C(=O)S/C(=C\c3ccc4c(c3)OCO4)C2=O)c1 | -29.3% | 0.0
Cc1cc(NC(=O)CSc2nc3c(c(=O)n2-c2ccc(Cl)cc2)SCC3)no1 | -13.0% | 62.8
CCN(C(=O)CSc1nnc(NCCOC)s1)c1c(N)n(Cc2ccccc2)c(=O)[nH]c1=O | 18.9% | -9.5
O=C(O)c1cccc2c1-c1ccc(Cl)cc1C2=O | 26.7% | 5.4
CN(C)c1ccc(C=c2c3ccccc3n3c2c2c([n+]3C)CCCC2)cc1 | ? | -99.5*
COc1ccc([C@H]2/C=C\CN(C(=O)c3ccc(C)cc3)[C@@H](C)C(=O)N2Cc2ccc(F)cc2)cc1 | ? | -14.7
CSCCC(NC=O)C(=O)NC(C)C(=O)O (stereo not drawn) | 30.8%[activator] | 45.7
COc1cc(OC)c2c(-c3ccccc3)cc(C3CCCCC3)nc2c1 | 2.1%[8.37 µM] | 3.9
CCOC(=O)C1=C(C)N(CCCC(=O)O)C(=O)NC1c1ccccc1Cl (stereo not drawn) | 30.7%[activator] | -7.5
CCN(CC)S(=O)(=O)c1ccc(NC(=O)C2CC(=O)N(c3ccc4c(c3)OCCO4)C2)cc1 (stereo not drawn) | -10.2% | -1.1
Nc1nc(-c2ccc([N+](=O)[O-])cc2)cc(=O)[nH]1 | 5.0% | -27.9
COc1cccc(C2NC(=O)NC(C)=C2C(=O)OCCSC)c1OC (stereo not drawn) | 20.4% | 9.5
CCOC(=O)N1CCc2cc(OC)c(OC)c3c2c1cc1cc(OC)c(OC)cc13 | ? | -11.5
CCCc1cc(=O)oc2c(C)c(OS(C)(=O)=O)ccc12 | ? | 10.3
O=S(=O)(c1ccc(Cl)cc1)N1CCC(n2cnc3cc(C(F)(F)F)ccc32)CC1 | -29.9% | -25.3
O=C(NCc1cccs1)[C@@H]1CCCN1S(=O)(=O)c1ccccc1F | 6.7% | -32.3
ONC(=Nc1ccccc1Cl)c1c(F)cccc1F | 8.1% | -7.0
CCOC(=O)/C=c1/s/c(=C/c2ccc3cc(OC)ccc3c2)c(=O)n1CC(=O)NCC1CCCO1 (stereo not drawn) | ? | -32.4
CCOC(=O)N1C(=O)NC(=O)C1c1ccc(Cl)cc1 (stereo not drawn) | 1.1% | 16.9
Cc1cccc(C)c1OCC(=O)Nc1oc(-c2ccccc2)c(-c2ccccc2)c1C#N | ? | -5.4
O=C1OCc2ccc([N+](=O)[O-])cc21 | 15.0% | 0.0
COCCN(C(=O)c1ccc(N(C)S(=O)(=O)c2ccc(C)cc2)cc1)c1c(N)n(CC(C)C)c(=O)[nH]c1=O | 15.5% | -23.7
CCOC(=O)C1=C(N)n2c(s/c(=C\c3cccnc3)c2=O)=C(C(=O)OC)C1c1cccnc1 (stereo not drawn) | ? | -15.0
CN(C(=O)c1ccc(NC(=O)Cc2cccc(NC(=O)C3CCCN(C(=O)c4ccccc4)C3)c2)cc1)C1CC1 (stereo not drawn) | 3.3%[8.37 µM] | 9.4
CC1(C)SC2c3ccccc3C(=O)N2C1C(=O)O (stereo not drawn) | 18.9% | 17.9
c1ccc(CC(Cc2ccccc2)c2ccccn2)cc1 | 8.3% | -5.7
CCOCCn1c(=O)c2c(nc3n2CCN3c2ccc(C)cc2)n(C)c1=O | 14.5% | -38.9
O=C1CCCCC1Nc1ccc2ccccc2c1 (stereo not drawn) | ? | -32.5
CCC1(Oc2ccccc2)C(=O)NC(=O)NC1=O | 16.7% | -12.1
COc1ccc(C(=O)Nc2ccc(O)c3ccccc23)cc1OC | 18.7% | 16.7
O=c1[nH]c(-c2ccccc2)nc(-c2ccccc2)c1Cl | 13.7% | 15.0
Nc1nnc(SCC(=O)N2CCN(c3cccc(Cl)c3)CC2)n1-c1ccccc1 | 19.5% | -19.2
C[N+](C)(N)CCOC(=O)C(O)(c1ccccc1)C1CCCCC1 (stereo not drawn) | 27.0% | -21.5
O=C(CN1CCN(S(=O)(=O)c2ccc(Cl)c(C(F)(F)F)c2)CC1)NC(=O)NC1CCCCC1 | ? | 38.9

Compound profiles, as listed above.
Entry for Nc1nc(-c2ccc([N+](=O)[O-])cc2)cc(=O)[nH]1 : HCV inhibitor: 5.0%; HCMV antiviral: -27.9
Entry for Nc1nnc(SCC(=O)N2CCN(c3cccc(Cl)c3)CC2)n1-c1ccccc1 : HCV inhibitor: 19.5%; HCMV antiviral: -19.2

Additional records follow:
smiles | HCV inhibitor | HCMV antiviral
c1ccc(CN2CCN(c3nc(N4CCOCC4)c4ccccc4n3)CC2)cc1 | ? | -1.8
OC1Cc2ccccc2C1Nc1cccc(C(F)(F)F)c1 (stereo not drawn) | 8.5% | 6.0
CS(=O)(=O)N1CCN(c2ccccc2NC(=S)NC(=O)c2ccco2)CC1 | -15.3% | -14.9
CCOC(=O)C(=COC(=O)c1ccccc1)NC(=O)Cc1ccccc1 | 11.0% | 0.1
Nc1ccc(C(=O)C(=O)c2ccccc2)cc1 | -3.5% | 11.4
C#CCOCCOCCOCCNc1nc(N2CCN(C(=O)[C@H](CCCCN)n3cc(CCC(=O)O)nn3)CC2)nc(N2CCN(C(=O)[C@H](Cc3ccc(O)cc3)n3cc(CCO)nn3)CC2)n1 | 9.6%[8.37 µM] | -4.6
Oc1ccc(-c2nccs2)cc1 | -0.8% | 50.3
Cn1c(=O)c2c(nc(-c3ccc(N(CCCl)CCCl)cc3)n2C)n(C)c1=O | ? | -30.3
Cc1ccccc1NP1(=O)OCCCN1Cc1ccccc1Cl (stereo not drawn) | 20.4% | 3.9
Cc1cc(C)n2c(=O)[nH]nc2c1 | -4.7% | 17.9
Cc1cc(=O)c2c(o1)C(=O)c1occc1C2=O | 0.4% | 74.4
NC(Cc1ccc(O)cc1)C(=O)NN=Cc1ccc(N(CCCl)CCCl)cc1 (stereo not drawn) | ? | -16.9
O=C(CN1CCN(C(=O)C2CCN(C(=O)/C=C/c3ccccc3)CC2)CC1)Nc1ccc(F)cc1 | -18.8% | -21.9
CN(C(=O)c1cccc(NC(=O)Cc2cccc(NC(=O)C3CCCN(C(=O)C4CCC4)C3)c2)c1)C1CCC1 (stereo not drawn) | -28.8%[8.37 µM] | -17.1
O=C1/C(=C/c2cccnc2)SC(=S)N1Cc1ccco1 | -27.2% | ?
Cc1cc(Br)ccc1Nc1nc(N)nc(N)c1N=O | -22.2% | -17.2
COc1ccc(S(=O)(=O)N2CCCCCC2)cc1NC(C)C(=O)Nc1ccc(NC(C)=O)cc1 (stereo not drawn) | -14.0% | 0.0
O=C1CC(=O)N(Cc2ccccc2)C(=O)N1 | 16.5% | -31.1
Cn1nc(CC#N)c2c(=N)n(N)cnc21 | 3.7% | -10.0
CN(CCc1ccccc1)C(=O)c1ccc(NC(=O)Cc2cccc(NC(=O)C3CCN(C(=O)C4CC4)CC3)c2)cc1 | -63.3% | 16.2
CNS(=O)(=O)c1ccc(CNC[C@H]2O[C@@H](n3cnc(C(N)=O)n3)[C@H](O)[C@@H]2O)cc1 | -9.8% | 3.7
Cc1ccccc1NC(=O)c1cccc(C(=O)Nc2ccccc2C)c1 | -4.3% | 7.4
O=C(Cc1cccc(NC(=O)C2CCN(C(=O)c3ccccc3)CC2)c1)Nc1cccc(C(=O)N2CCCCC2)c1 | -10.3%[8.37 µM] | 9.1
Nc1ccccc1/C=N\N=C/c1ccccc1N | 11.7% | 111.7
Cn1c(=O)c2c(nc(CN3CCOCC3)n2CC(=O)c2ccccc2)n(C)c1=O | -1.5% | 1.2
O=C1CCN(Cc2ccco2)C(=S)N1 | 12.3% | -32.4
COc1ccc(C(=O)NCC(C)(C)CNC(=O)c2ccc(OC)c(OC)c2)cc1OC | -16.2% | 68.1
C/C(=N/NC(=O)c1ccc(C(C)(C)C)cc1)c1ccccn1 | 3.55µM* | -98.0*
CN(C(=O)c1cccc(NC(=O)Cc2cccc(NC(=O)C3CCCN(C(=O)CCc4ccccc4)C3)c2)c1)C1CCC1 (stereo not drawn) | 3.55µM* | -9.1
CCCCN1CC[C@H]2C=CC[C@@H](C(=O)Nc3ccc(Cl)c(C(F)(F)F)c3)[C@H]2C1=O | 20.5% | -18.3
COc1cc2c(oc(=O)c3cc(C)cc(OC)c32)c2c(C3OC(C)C(O)C(C)(O)C3O)ccc(O)c12 (stereo not drawn) | ? | -68.7*
CC(C)Oc1ccccc1/C=N/NC(=O)C1CC1 | 6.3% | -37.1
COC(=O)c1ccc(N2CCN(C)CC2)c(NC(=O)c2sc3ccccc3c2Cl)c1 | ? | -98.4*
CCC1([N+](=O)[O-])COC(c2ccc(C)cc2)OC1 (stereo not drawn) | 3.0% | 0.2
Cc1cc2cc(C)c3nnc(SCC(=O)N4CCN(C(=O)c5ccco5)CC4)n3c2cc1C | 7.0% | -73.2*
C=CCOC(=O)c1ccccc1C(=O)OCC1CO1 (stereo not drawn) | ? | -5.6
O=C(NNc1ccccc1)c1ccc(Cl)c(Cl)c1 | ? | -77.4*
O=C(O)C(=Cc1cc2c(cc1[N+](=O)[O-])OCO2)c1cc2c(cc1Br)OCO2 | 19.4% | -36.7
O=C1C(Cl)=C(Oc2ccccc2)C(=O)c2ccccc21 | ? | 22.2
C/C(=N\N=C(/C)c1cccc(N)c1)c1cccc(N)c1 | 13.1% | -8.5
Cc1ccnc(SCCn2c(N3CCC(C)CC3)nc3c2c(=O)n(C)c(=O)n3C)n1 | -0.7% | -15.8
CCCCNC(=O)[C@@H]1CC=C[C@@H]2CCN(Cc3ccc(Cl)c(Cl)c3)C(=O)[C@@H]21 | ? | 9.9
O=CNc1c(Cl)cc2c(c1Cl)Cc1cc([N+](=O)[O-])ccc1-2 | ? | -6.9
C=CCN(C/C(=N\O)c1sc(C(=O)OCC)nc1C)c1cccc(Br)c1 | 4.9% | 254.6
